Assay outcomes: PubChem BioAssay, The Scripps Research Institute Molecular Screening Center
TAAR1 ag = human TAAR1 agonists, primary screen, Fluo-8 calcium fluorescence, CHO RD-HGA16 cells; Trace amine-associated receptor 1 (Homo sapiens), Q96RJ0; vehicle wells 0%, saturating PEA agonist 100%; activation, % at 3 µM; 360,000 compounds, 0.99% hits; AID 624467, 2012;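 active = activation above the mean activation of all test compounds in the run plus 3 SD, cut at about 38% in these data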
Target sequence (Q96RJ0 whole entry, looked up): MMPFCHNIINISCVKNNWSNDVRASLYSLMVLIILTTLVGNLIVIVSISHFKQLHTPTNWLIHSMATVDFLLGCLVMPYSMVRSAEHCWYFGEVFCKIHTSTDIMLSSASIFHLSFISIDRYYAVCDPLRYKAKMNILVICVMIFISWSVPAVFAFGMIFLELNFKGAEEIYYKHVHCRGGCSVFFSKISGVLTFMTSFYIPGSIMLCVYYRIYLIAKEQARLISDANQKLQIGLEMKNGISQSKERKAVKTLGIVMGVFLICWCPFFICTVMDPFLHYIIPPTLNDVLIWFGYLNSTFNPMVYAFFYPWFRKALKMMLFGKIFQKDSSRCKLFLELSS
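Benchmarks: low control DMSO, high control PEA (EC100); System: CHO RD-HGA16 cells carrying human TAAR1 plus Gα16; Detection: Fluo-8 fluorescence, 5 s baseline then 140 s kinetic read; Schedule: 17-24 h plating, Fluo-8 75 min 37 °C, 30 min RT; Read-out basis: % activation from peak over basal fluorescence ratio, DMSO-to-PEA scaled.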
M1 PAM parental = nonselective calcium activators in parental CHO-K1 cells, primary screen, counter-screen for M1 PAM project, cell-based, Fluo-8 calcium fluorescence, full deck, 1536-well | ATP EC20; 0% at ATP EC20, 100% at ATP max | activation, % at 3 µM | 360,000 compounds, 0.02% hits | AID 602247, 2012;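 active = activation above the run cutoff, the mean activation of all test compounds plus 3 SD, cut at about 40% in these data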;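 also: peak over basal fluorescence ratio in a 140 s read after ATP addition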
TAAR1 antag = human TAAR1 antagonists, primary screen, Fluo-8 calcium fluorescence, CHO RD-HGA16 cells. Trace amine-associated receptor 1 (Homo sapiens), Q96RJ0. antagonist. inhibition, % at 3 µM. 360,000 compounds, 1.5% hits. AID 624466, 2012;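 active = inhibition above a per-plate cutoff, the mean inhibition of test compounds on that plate plus 3 SD, cut at about 49% in these data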;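 also: 0% = DMSO plus EC80 beta-PEA response and 100% = DMSO alone without agonist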
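Test system: RD-HGA16 CHO cells with stable hTAAR1 and Gα16 / Probe or stimulus: EC80 β-phenethylamine stimulus / Times: seeding 17-24 h prior, 75-min 37 °C, 30-min RT dye loading / Detection: Fluo-8 calcium-sensitive fluorescence / Read-out basis: % inhibition scaled between DMSO and EC80 PEA controls / Repeats: singlicate, one well per test compound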
M1 ag parental = counter-screen for M1 agonists: effect in parental CHO-K1 cells; Fluo-8 calcium fluorescence; scaled to maximal ATP response, vehicle zero; activation, % at 3 µM; 360,000 compounds, 0.48% hits; AID 602248, 2012; in the data active = activation above about 15%;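 also: untransfected CHO-K1 host cells lacking M1 receptor as counterscreen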
CHO-K1 Ca antag = M1 antagonist counterscreen hit in parental CHO-K1 cells; inhibition, % at 3 µM; 360,000 compounds, 0.6% hits; ATP-induced calcium, Fluo-8 fluorescence;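 active = inhibition above a per-plate cutoff, the plate's mean sample inhibition plus 3 SD, cut at about 24% in these data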;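 also: 0% = DMSO plus EC80 ATP and 100% = DMSO alone without ATP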
CHRM1 agonist = human M1 muscarinic receptor agonists, primary screen, Fluo-8 calcium fluorescence, CHO-K1 cells, HTS. Muscarinic acetylcholine receptor M1 (Homo sapiens), P11229. CHO-K1 hM1, agonist mode; 0% DMSO, 100% acetylcholine EC100. activation, % at 3 µM. 360,000 compounds, 0.33% hits;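 active = activation above the run's mean compound activation plus 3 SD, cut at about 16% in these data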;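 also: peak over basal fluorescence ratio within a 140 s kinetic read after compound addition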
CHRM1 antagonist = human M1 muscarinic receptor antagonists, primary screen, CHO-K1 cells, Fluo-8 calcium fluorescence, 1536-well; 360,000 compounds, 1.3% hits; CHO-K1 hM1, ACh EC80 antagonist; inhibition, % at 3 µM; Muscarinic acetylcholine receptor M1 (Homo sapiens), P11229; AID 588852, 2011;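 active = percent inhibition above its own plate's cutoff, namely the mean of that plate's compound wells plus 3 SD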;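 also: peak over basal fluorescence ratio during 140 s after agonist addition; 0% = ACh EC80 plus DMSO and 100% = DMSO alone without agonist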
CHO parental Ca = ATP-evoked calcium signal inhibitors, parental CHO, primary screen, counter-screen for OX1R antagonist project, cell-based, fluorescence, Fluo-8 calcium dye | parental CHO-K1, ATP-induced calcium, Fluo-8 fluorescence | inhibition, % at 5.6 µM | 330,000 compounds, 0.63% hits | AID 463079, 2010;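 active = inhibition above that plate's mean sample inhibition plus 3 SD, cut at about 26% in these data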;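 also: 0% = ATP-challenged DMSO wells and 100% = DMSO wells without ATP; some compounds past the cut are filed as inactive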
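Material: parental CHO cells / Compound: single nominal dose of 5.6 µM per compound / Signal: Fluo-8 fluorescence / Replicates: singlicate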
OXTR potentiator = human OXTR potentiators, primary screen, fluorescence, CHO-OTR cells, Fluo-8 calcium. Oxytocin receptor (Homo sapiens), P30559. Fluo-8 calcium fluorescence, potentiator mode; 0% = oxytocin EC15, 100% = EC100. activation, % at 3 µM. 320,000 compounds, 0.061% hits. AID 2445, 2010;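 active = activation above that plate's cutoff, the mean activation of tested compounds plus 3 SD, cut at about 6.6% in these data, passing the limit was not always enough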;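 also: 100% uses oxytocin at 75 nM as the full agonist control; some results filed as inactive read as strong as hits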
Target sequence (P30559 whole entry, looked up): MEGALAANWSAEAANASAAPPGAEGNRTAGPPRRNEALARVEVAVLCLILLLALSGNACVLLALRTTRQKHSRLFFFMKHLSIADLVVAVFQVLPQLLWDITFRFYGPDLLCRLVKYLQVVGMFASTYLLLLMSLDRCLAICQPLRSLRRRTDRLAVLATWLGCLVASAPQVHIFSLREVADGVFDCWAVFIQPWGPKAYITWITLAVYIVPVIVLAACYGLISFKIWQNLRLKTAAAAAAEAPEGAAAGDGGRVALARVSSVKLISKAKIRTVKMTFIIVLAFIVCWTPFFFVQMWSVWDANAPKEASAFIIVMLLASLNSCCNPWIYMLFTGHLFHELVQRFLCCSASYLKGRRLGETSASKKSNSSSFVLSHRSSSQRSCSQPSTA
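Assay system: CHO cell line stably expressing human OTR | Also added: Oxytocin at about EC15, sub-maximal agonist stimulus | Times: Compound 6 min at room temperature before oxytocin, 100 s read | Measured by: Fluo-8 intracellular calcium fluorescence, ex 470-495, em 515-575 nm | Controls: EC15 oxytocin alone as 0%, 75 nM oxytocin as 100%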
* hit, by the source's call; / = not tested or not shown. Compounds were not picked by outcome; overall some 4.2% were active at least once.

canonical_smiles	TAAR1 ag	M1 PAM parental	TAAR1 antag	M1 ag parental	CHO-K1 Ca antag	CHRM1 agonist	CHRM1 antagonist	CHO parental Ca	OXTR potentiator
O=C1CN(C(=O)COC(=O)[C@@H]2CCCN2S(=O)(=O)c2ccc(Cl)cc2)c2ccccc2N1	3	11	-3	0.8	-15	5	-25	-10	0
O=C(CNC(=O)N1CC(=O)Nc2ccccc21)NCCc1c[nH]c2ccccc12	1	9	1	0.5	-4	-2	-7	-11	-1
COc1ccccc1NC(=O)CSc1n[nH]c(-c2cccnc2)n1	1	30	-5	1.8	-17	-4	-6	3	-8
COC(=O)C1CCN(C(=O)COC(=O)c2oc3ccc(OC)cc3c2C)CC1	6	-13	5	1.4	4	-2	5	-1	0
COC(=O)c1cc2c(ccn2-c2ccc(F)cc2)n1Cc1ccc(OC(C)=O)cc1	11	29	-3	21*	-7	-1	-7	0	-3
Cc1ccc(NC(=O)c2cc(-c3cccs3)on2)cc1	-1	17	12	0.6	-10	-3	-1	-4	-6
Cc1cc(NS(=O)(=O)c2ccc(NC(=O)/C=C/c3ccccc3Cl)cc2)no1	3	3	-12	0.5	-5	-4	2	-9	1
COc1cccc(-c2nc(CS(=O)(=O)CC(=O)NCCN3CCOCC3)c(C)o2)c1	0	-16	1	-0.4	-7	-1	7	-3	-4

(next part)
canonical_smiles	TAAR1 ag	M1 PAM parental	TAAR1 antag	M1 ag parental	CHO-K1 Ca antag	CHRM1 agonist	CHRM1 antagonist	CHO parental Ca	OXTR potentiator
CCOc1ccc(-c2csc3ncn(-c4ccc(OC)cc4)c(=O)c23)cc1	-3	21	-24	-0.8	-14	-6	-7	-9	2
CSc1ccc(CN(C)C(=O)CSCC(=O)Nc2ccc(C)cc2)cc1	1	-15	-1	0.6	-10	0	6	-32	-3
CCOC(=O)C(Cc1ccc(O)cc1)NC(=O)CCc1c[nH]c2ccccc12 (stereo not given)	40*	4	14	11	-5	21*	-3	9	-21
Cc1cccc(N2CCN(C(=O)CCS(=O)(=O)c3ccc4c(c3)NC(=O)CO4)CC2)c1C	13	-10	45	13	-9	4	18	-23	-13
O=C(CCCN1C(=O)/C(=C\c2cccs2)SC1=S)Nc1ccc(O)cc1	1	-5	2	1.3	4	-2	-10	-6	-9
COc1ccc(N(C)C(=O)Nc2ccc3nsnc3c2)cc1	5	-5	14	2.4	15	-4	-3	/	/
COc1ccc(C2C(C(=O)c3ccco3)=C(O)C(=O)N2CCN2CCOCC2)c(OC)c1 (stereo not given)	6	-12	-12	0.2	2	1	-20	8	-11
CSCCC(NC(=O)/C(=C/c1ccc(F)cc1)NC(C)=O)C(=O)O (stereo not given)	1	23	23	1.8	-14	-5	-14	17	-1

More entries:
canonical_smiles	TAAR1 ag	M1 PAM parental	TAAR1 antag	M1 ag parental	CHO-K1 Ca antag	CHRM1 agonist	CHRM1 antagonist	CHO parental Ca	OXTR potentiator
O=C(NCC1CCCCC1)c1cc(Br)ccc1Cl	1	5	-4	-0.6	-1	2	-4	-22	0
O=C(C1CCN(S(=O)(=O)c2cccc3cccnc23)CC1)N1CCn2c1nc1ccccc12	9	10	60*	2.2	-3	43*	11	-2	-8
O=C(CSc1nnnn1Cc1ccccc1)c1ccccc1	6	7	0	-0.4	-7	-5	-18	-20	-9
CC(NCc1ccc(S(N)(=O)=O)cc1)C(=O)N1CCc2ccccc21 (stereo not given)	4	-12	-7	-0.1	8	-4	-8	-6	-1
NC(=O)CSc1nnc(-c2ccccn2)n1N	2	9	-44	-0.1	-13	-1	-16	-4	-2
Cn1c(Cn2c(=O)sc3ccccc32)nnc1SCC(=O)Nc1cccc(F)c1	1	16	-12	0.0	-4	-3	-13	-7	-10
O=c1[nH]c(C(F)(F)C(F)(F)C(F)(F)F)no1	7	-2	6	0.1	-6	-2	-2	/	/
COc1cc(/C=N/N(c2ccccc2)c2ccccc2)ccc1O	12	1	0	-0.5	5	10	-11	-16	-8

Remaining list, next part:
canonical_smiles	TAAR1 ag	M1 PAM parental	TAAR1 antag	M1 ag parental	CHO-K1 Ca antag	CHRM1 agonist	CHRM1 antagonist	CHO parental Ca	OXTR potentiator
CC(C)Nc1nc(NC(C)C)nc(Oc2ccc(/C=N/O)cc2)n1	8	18	2	0.2	-13	0	-7	-9	3
Cc1cccc(OC(C)C(=O)Nc2ccc(S(=O)(=O)N3CCCC3)cc2)c1 (stereo not given)	2	6	-9	2.2	-13	-3	1	-14	-6
CCOC(=O)c1sc2cc([N+](=O)[O-])cc(SCC(C)C)c2c1N	29	-10	18	0.4	2	6	6	-2	1
Cc1cccc(OCCC(=O)OCC(=O)N2c3ccccc3NC(=O)C2(C)C)c1	12	12	41	13	-7	1	-1	/	/
CCOC(=O)c1c(NC(=O)c2cccs2)sc2c1CCCC2	13	-6	-10	0.0	10	-3	3	-13	3
O=C(c1ccccc1)c1ncc[nH]1	1	10	6	0.8	3	-2	-7	-1	-17
COC(=O)[C@]12CCCCC=C1N(Cc1ccccc1)C(=O)[C@H](CC(=O)N1CCC(c3ccccc3)CC1)C2	3	17	54*	3.9	1	/	/	/	/
Cc1csc(=N)n1-c1ccc(Cl)cc1	-2	17	-15	0.9	-22	-6	-25	-15	5

Continued.
canonical_smiles	TAAR1 ag	M1 PAM parental	TAAR1 antag	M1 ag parental	CHO-K1 Ca antag	CHRM1 agonist	CHRM1 antagonist	CHO parental Ca	OXTR potentiator
Cc1noc(C)c1CCC(=O)Nc1c(C(C)C)cccc1C(C)C	2	-3	2	-0.9	1	6	-3	-22	-1
Cc1ccc(OCC(=O)OCC(=O)c2ccccc2)cc1C	-2	-2	-21	0.5	-6	-4	-8	-4	1
C/C(Cl)=C\COc1cc(C)nc2c(Br)cccc12	-2	4	-4	-0.7	-6	-12	-10	-39	-3
Cc1cc(C)c(C)c(S(=O)(=O)NCC(=O)Nc2ccccc2F)c1C	1	-13	-3	0.2	8	0	-9	/	/
Cn1c(SCC(=O)NCC2CCCO2)nnc1-c1ccc(S(=O)(=O)N2CCCC2)cc1 (stereo not given)	2	8	-18	1.1	-18	-5	-26	0	-1
COc1ccc(Nc2nc(C)cc(C)c2C#N)cc1	3	15	9	0.1	-2	-6	-6	2	-4
COc1ccccc1C(=O)Nc1cc2c(cc1C(=O)O)OCCCO2	1	-1	-23	0.1	-13	-2	-13	-2	-1
NC(=O)C1CCN(c2nc(-c3ccc4occc(=O)c4c3)cs2)CC1	11	-6	11	-0.2	-8	-6	3	-4	-3

Remaining list, next part.
canonical_smiles	TAAR1 ag	M1 PAM parental	TAAR1 antag	M1 ag parental	CHO-K1 Ca antag	CHRM1 agonist	CHRM1 antagonist	CHO parental Ca	OXTR potentiator
CCOc1ccc(N2C(=O)CC(NCC3CCCO3)C2=O)cc1 (stereo not given)	0	-11	4	-0.3	6	-7	-4	-9	-3
Cn1c(=O)oc2cc(S(=O)(=O)NCCC(=O)N3CCc4ccccc4C3)ccc21	/	19	/	0.7	-13	-4	5	-18	-4
CC(C)C1(C(C)C)OC(=O)c2ccccc21	1	-1	-22	0.2	1	-6	-7	0	6
Cc1ccc(N2CC(C(=O)N3CCN(c4ccccn4)CC3)CC2=O)cc1 (stereo not given)	-2	-11	18	0.0	6	-6	-12	/	/
COc1ccc(N(CC(=O)NC2CCCCC2)C(=O)CCC(=O)Nc2nc(C)cs2)cc1OC	1	-3	-8	-0.4	-5	-5	4	-12	-1
COc1ccc(/C=N/NC(=O)c2ccccc2)cc1CN1CCN(c2ccc(F)cc2)CC1	4	13	6	0.1	-11	-5	-5	-23	-6
O=c1[nH][nH]c(-c2ccccc2)c1C=Nc1cccc(Cl)c1	1	-3	-10	0.2	-14	-1	-10	1	-4
Cc1ccc(CCNC(=O)C2CCC(=O)N(Cc3ccccc3F)C2)o1 (stereo not given)	8	-2	-6	-0.2	-2	-2	-8	1	-6

Profiles, quoted from the list. Screens in order: TAAR1 ag | M1 PAM parental | TAAR1 antag | M1 ag parental | CHO-K1 Ca antag | CHRM1 agonist | CHRM1 antagonist | CHO parental Ca | OXTR potentiator
Shown for `COc1ccc(/C=N/NC(=O)c2ccccc2)cc1CN1CCN(c2ccc(F)cc2)CC1` : 4 | 13 | 6 | 0.1 | -11 | -5 | -5 | -23 | -6
Shown for `CCOc1ccc(N2C(=O)CC(NCC3CCCO3)C2=O)cc1` (stereo not given) : 0 | -11 | 4 | -0.3 | 6 | -7 | -4 | -9 | -3

New compounds follow
canonical_smiles	TAAR1 ag	M1 PAM parental	TAAR1 antag	M1 ag parental	CHO-K1 Ca antag	CHRM1 agonist	CHRM1 antagonist	CHO parental Ca	OXTR potentiator
Cc1ccc(-n2nnnc2SCC(N)=O)c(C)c1	4	11	-5	0.3	-4	-6	-7	-6	-8
COCc1cccc(-c2csc(C(NC(C)=O)c3ccccc3)n2)c1 (stereo not given)	2	-9	-17	0.1	-8	-3	-17	/	/
CC(C)(C)c1ccc(C(=O)N/C(=C\c2ccco2)C(=O)O)cc1	7	22	-2	0.8	-7	-7	4	-4	-24
O=C(Cc1coc2ccc3ccccc3c12)Nc1nnc(C2CC2)s1	13	22	-6	0.7	-10	-1	-25	14	0
O=C(NC1CCCCC1)NC1CCN(C(=S)NCc2ccco2)CC1	0	-9	-12	0.6	4	-2	-5	-8	-10
COc1cccc(C(=O)N2[C@H](COCc3ccccc3)C=CS2(=O)=O)c1	4	12	-7	3.0	-19	-2	-23	/	/
CC(C)CCNC(=O)c1cnn2c(C(F)(F)F)cc(-c3ccco3)nc12	0	19	-12	0.1	-7	-6	-9	-29	0
